High-throughput results deposited in PubChem by National Center for Advancing Translational Sciences (NCATS).
EPAC2 ag = activates human EPAC2 exchange factor; 360,000 compounds, 0.079% hits; Q8WZA2; Potency, µM (series often up to 154 µM), inactives show top-dose activation, hits mostly activators; EPAC2 activation, biochemical qHTS; response scale: 100% = 6.5 mM cAMP response; AID 720711; note: potency is the fitted concentration of half-maximal effect; nearly all actives have a fitted effect of over 50% in size
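Readout is BODIPY fluorescence (480 nm excitation, 540 nm emission), which falls as labeled GDP is exchanged off Rap1B. EPAC2 at 100 nM acted on 250 nM RAP1B-BODIPY-GDP with 50 uM GDP present.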
IL2 activator = activates IL-2 in a cell-based reporter assay; IL-2 activation reporter assay, cell-based qHTS; stimulated with anti-CD3/CD4/CD28 beads; in transgenic mouse T cells; activation, % (series mostly up to about 46 µM); 360,000 compounds, 0.065% hits; AID 652025; in the data active = activation above about 50%; inconclusive = mostly about 30% to 49%; note: 0% is about no effect
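Unstimulated transgenic mouse T cells; 60-min compound exposure; bead-based TCR/CD4/CD28 stimulation; 18 h culture, 37 degrees C; dual fluorescence (EGFP, DsRed) plate cytometry.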
CCT modulator = cytosolic chaperonin activity modulation | purified chaperonin ATPase assay, HTRF ADP detection, 30 min | activity change, % (no concentration beside the values), hits read low | 360,000 compounds, 0.3% hits | AID 651819; in the data active = activity change below about -30%; note: % is set by controls: 0 for no effect and ±100 for the full control effect
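First, chaperonin was dispensed at 40 nM or 20 nM final depending on batch activity. Next, compounds were pinned at 76 uM and ATP added at 10 uM. After 30 min at 37 °C, ADP detection reagents ran 30 min at ambient temperature.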
WRN inhibitor = inhibitors of human WRN helicase; Q14191; WRN helicase unwinding, fluorescent forked duplex, kinetic; Potency, µM (doses to about 114 µM), for the others: at the highest dose activity change, negative = inhibition, hits mostly inhibitors; 360,000 compounds, 0.46% hits; AID 651768; note: potency is the fitted concentration of half-maximal effect; % is set by controls: 0 for no effect and ±100 for the full control effect; nearly all actives have a fitted effect of over 55% in size
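Kinetic red-fluorescence monitoring (525/598 nm) tracks WRN helicase activity after 100 nM fluorophore-quencher forked duplex and 2 mM ATP are added to 20 nM enzyme pretreated 15 min at room temperature with compound.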
EPAC1 agonist = EPAC1 (human) agonism; O95398; 360,000 compounds, 0.073% hits; EPAC1 agonist qHTS, biochemical assay; response scale: 100% = response to 6.5 mM cAMP; AID 720707; Potency, µM (titrated, usually from 154 µM), inactives show at the highest dose activation, most hits filed as activators; note: potency is the fitted concentration of half-maximal effect; nearly all actives have a fitted effect of over 60% in size
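Compounds were pinned as a concentration titration into mixtures of EPAC1 (100 nM), BODIPY-GDP-loaded Rap1B (250 nM) and GDP (50 uM). After 5 min at room temperature, fluorescence was followed for 30 min; activity was scaled to 6.5 mM cAMP.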
EPAC1 antagonist = blocks human EPAC1 exchange factor; O95398; Potency, µM (doses to about 115 µM), inactives show top-dose activity change, negative = inhibition, hits mostly inhibitors; 360,000 compounds, 0.14% hits; EPAC1 GEF assay, Rap1b-BODIPY-GDP exchange fluorescence;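 note: potency is the fitted concentration of half-maximal effect; plate controls were vehicle for no effect and positive control for full effect; nearly all actives have a fitted effect of over 50% in size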
PI5P4K alpha inh = inhibitors of human PI5P4K alpha; max response, %; AID 652105; 330,000 compounds, 1.2% hits; PI5P4Kalpha enzyme, ADP-Glo luminescence, 60 min; stronger effect = lower value; active = max response of -50% or lower; inconclusive = between -30% and -50%; inactive = -30% or higher; note: value at the top dose of about 77 µM; % is set by controls: 0 for no effect and ±100 for the full control effect
Target sequence (P48426 whole entry, looked up): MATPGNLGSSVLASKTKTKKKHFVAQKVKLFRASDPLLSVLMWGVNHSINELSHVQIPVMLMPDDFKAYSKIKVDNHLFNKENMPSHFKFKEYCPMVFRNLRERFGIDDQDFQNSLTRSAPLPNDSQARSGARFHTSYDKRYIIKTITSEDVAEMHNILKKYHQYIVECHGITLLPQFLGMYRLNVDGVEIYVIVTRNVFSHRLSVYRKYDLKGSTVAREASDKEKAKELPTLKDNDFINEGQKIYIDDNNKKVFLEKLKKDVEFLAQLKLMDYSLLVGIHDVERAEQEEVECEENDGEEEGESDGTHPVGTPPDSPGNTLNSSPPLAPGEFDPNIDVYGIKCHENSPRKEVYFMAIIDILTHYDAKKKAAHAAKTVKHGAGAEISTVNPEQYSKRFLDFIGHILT
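Single end-point luminescence (ADP-Glo) quantified ADP from PI5P4Kalpha turnover; ATP 5 microM final, 1 h at RT, 0.1% CHAPS and 0.28 mM EGTA in HEPES pH 7.4.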
PLK1 PBD block = blocks phosphopeptide binding to human PLK1 polo-box domain. Plk1 PBD binding of FITC phosphopeptide, fluorescence polarization. Potency, µM, for inactives: max response, negative = inhibition, usual class: inhibitors. 360,000 compounds, 2.8% hits. AID 720504; note: potency is the fitted concentration of half-maximal effect; series mostly up to about 57 µM; % is set by controls: 0 for no effect and ±100 for the full control effect; nearly all actives have a fitted effect of over 65% in size
The depositor's hits bear a star; ? = inconclusive; . = no result given; [ ] = another dose, or the depositor's remark. Unless noted, calls come from the whole dose curve; as a rule, active = well fitted curve in the direction sought with a large enough effect; inconclusive = small, poorly fitted or top-dose-only effect, or another doubt; inactive = no such curve, though single readings can be large; an effect the other way counts as inactive or inconclusive. An excerpt; rates above refer to the full screens.

Each structure is followed by: EPAC2 ag	IL2 activator	CCT modulator	WRN inhibitor	EPAC1 agonist	EPAC1 antagonist	PI5P4K alpha inh	PLK1 PBD block
> Cc1cccc(N2C(=O)CC(Sc3ncn[nH]3)C2=O)c1 (centres undefined)
  7%	-0.5	-1.5	-2%	-1%	0%	-2	27µM*
> CCCNC(=O)c1oc2ccc3c(c2c1C)C=CC(C)(C)O3
  14%	-5.9	-2.9	8%	-1%	-9%	-3	1%
> Cc1ccc(-c2nc(CS(=O)(=O)CC(=O)NCCCN(Cc3ccccc3)C(C)C)c(C)o2)cc1
  -9%	-5.0	1.5	-1%	1%	11%	-6	-6%
> COC(=O)c1ccc(/C=C(/NC(=O)c2ccccc2)C(=O)N2CCOCC2)cc1
  -2%	0.2	-0.9	-1%	1%	17%	0	-5%
> Cc1cc(C)cc(NC(=O)CSc2nccn2Cc2ccco2)c1
  9%	-0.9	2.8	-27%	3%	-5%	-1	-5%
> CN(CC(=O)N1CCOCC1)C(=O)CSc1nc2ccccc2s1
  10%	0.8	1.0	14%	-4%	3%	4	?
> COc1ccc(-c2nc3ccc(C(=O)NCC(OC)OC)cc3nc2-c2ccc(OC)cc2)cc1
  1%	-4.2	-2.9	-22%	11%	-8%	0	-17%
> O=C(NNS(=O)(=O)c1ccc(Br)cc1)c1sccc1-n1cccc1
  6%	0.4	-3.8	3%[57.1 µM]	-2%	-14%	-2	-6%
> COc1ccc(Cc2nnc(NC(=O)Nc3ccc(C)cc3)s2)cc1OC
  1%	1.5	-2.8	-5%	-18%	-19%	-11	-17%
> CCN(c1ccccc1)S(=O)(=O)c1c[nH]c2ccc([N+](=O)[O-])cc12
  6%	-2.1	-2.5	-9%	5%	-7%	0	-12%
> COc1cccc(NC(=O)COC(=O)CCS(=O)(=O)c2ccc(C)cc2)c1
  11%	1.6	-3.5	-1%	12%	1%	3	-9%
> O=C(O)COc1ccc(C(=O)Cc2ccc3c(c2)OCCCO3)c(O)c1
  1%	-2.6	1.5	-6%	-1%	18%	.	2%
> CCOc1cc(C(=O)Nc2ccc(C(=O)NCCN(CC)CC)cc2)ccc1OCC(=O)N1CCOCC1
  4%	-1.8	-0.4	-2%	0%	3%	7	-5%
> Cc1ccc(C2=NN(C(=O)CCC(=O)O)C(c3cccs3)C2)cc1 (centres undefined)
  4%	-2.0	-1.1	6%	-14%	3%	-7	-16%
> FC(F)(F)c1ccccc1Cc1c(-c2cccc(Br)c2)nc2c3ccccc3ccn12
  15%	0.2	-0.5	-24%	-4%	-28%	35	5%
> Cn1c(N)c(C(=O)COC(=O)c2ccc3ccccc3c2)c(=O)n(C)c1=O
  -6%	-0.6	-1.6	-23%	-7%	-5%	-1	3%
> COc1ccc(N=C2C(=O)N3CCCc4cccc2c43)cc1
  -11%	-0.3	-1.5	2%	-6%	-4%	-1	-4%
> N#Cc1cc(-c2ccccc2)oc1NC(=O)c1ccco1
  2%	-2.1	-4.0	-10%	-1%	-7%	-4	-22%
> CCc1ccc(-n2ccc(=O)c(C(=O)O)n2)cc1
  7%	0.2	-2.0	14%	9%	2%	2	-24%
> CCCc1cc(=O)oc2cc(OC(=O)CN3C(=O)NC4(CCCC4)C3=O)ccc12
  0%	-5.2	-3.8	-8%	7%	9%	-11	?
> c1ccn2cc(CSc3nnc4ccccn34)nc2c1
  2%	0.7	-3.6	-6%	7%	5%	.	1%
> CCOC(=O)C1CCN(C2CCN(C(=O)c3oc4c(C)c(C)ccc4c3C)CC2)CC1
  9%	-3.2	-4.4	-1%	-4%	22%	2	6%
> CC(C)C[C@@H](CNCC(=O)[C@H](CC(C)C)NC(=O)c1[nH]cnc1C(=O)N[C@H](CN)CC(C)C)NC(=O)c1nc[nH]c1C(=O)N[C@@H](CC(=O)O)C(=O)O
  -1%	0.9	-1.6	0%	-21%	-5%	-12	-13%
> CCCCCn1c(CCCNC(=O)CC)nc2ccccc21
  11%	-0.7	-0.8	6%	-25%	-8%	-7	-11%
> Cc1ccc(NC(=O)c2ccc(CN3CC(=O)N4CCCCC4C3=O)cc2)c(C)c1 (centres undefined)
  8%	-3.3	-8.0	5%	-2%	7%	1	0%
> CSc1ccc(Cl)c(C(=O)OCC(=O)NCC(C)C)c1
  11%	-1.2	-2.3	-5%	6%	-10%	7	-7%
> O=C(Nc1ccc(Cl)cn1)c1cccc(S(=O)(=O)N2CCOCC2)c1
  4%	-2.7	-1.9	-12%	5%	0%	1	2%
> NC(=O)c1cc(C(=O)c2cccc(Cl)c2Cl)c[nH]1
  10%	1.2	0.3	0%	1%	2%	2	-10%
> CC(C)c1nc2oc3c(=O)[nH]cnc3c2c2c1COC(C)(C)C2
  -1%	-1.2	-0.8	4%	7%	-8%	1	-17%
> O=C(CSc1nncn1-c1ccccc1)Nc1cc(Cl)cc(Cl)c1
  -3%	6.2	-1.0	-1%	2%	-5%	.	?

In the list so far, six contain four or more nitrogen atoms.
Each structure is followed by: EPAC2 ag	IL2 activator	CCT modulator	WRN inhibitor	EPAC1 agonist	EPAC1 antagonist	PI5P4K alpha inh	PLK1 PBD block
> Cc1cccc(N2C(=O)CC(Sc3ncn[nH]3)C2=O)c1 (centres undefined)
  7%	-0.5	-1.5	-2%	-1%	0%	-2	27µM*
> COc1ccc(Cc2nnc(NC(=O)Nc3ccc(C)cc3)s2)cc1OC
  1%	1.5	-2.8	-5%	-18%	-19%	-11	-17%
> CCOc1cc(C(=O)Nc2ccc(C(=O)NCCN(CC)CC)cc2)ccc1OCC(=O)N1CCOCC1
  4%	-1.8	-0.4	-2%	0%	3%	7	-5%
> c1ccn2cc(CSc3nnc4ccccn34)nc2c1
  2%	0.7	-3.6	-6%	7%	5%	.	1%
> CC(C)C[C@@H](CNCC(=O)[C@H](CC(C)C)NC(=O)c1[nH]cnc1C(=O)N[C@H](CN)CC(C)C)NC(=O)c1nc[nH]c1C(=O)N[C@@H](CC(=O)O)C(=O)O
  -1%	0.9	-1.6	0%	-21%	-5%	-12	-13%
> O=C(CSc1nncn1-c1ccccc1)Nc1cc(Cl)cc(Cl)c1
  -3%	6.2	-1.0	-1%	2%	-5%	.	?

Next results
Each structure is followed by: EPAC2 ag	IL2 activator	CCT modulator	WRN inhibitor	EPAC1 agonist	EPAC1 antagonist	PI5P4K alpha inh	PLK1 PBD block
> CCn1c(=O)n(CC)c2cc(S(=O)(=O)NCCOc3ccccc3)c(C)cc21
  -4%	-0.3	-2.7	71%[activator]	12%	-4%	.	-6%
> Cc1c(N2C(=O)SC(CC(=O)O)C2=O)c(=O)n(-c2ccccc2)n1C (centres undefined)
  10%	-1.7	-0.2	-5%	-2%	0%	0	-2%
> Cc1ccc(S(=O)(=O)N(Cc2cc3cc4c(cc3[nH]c2=O)OCCO4)CC2CCCO2)cc1 (centres undefined)
  8%	-0.7	0.2	8%	3%	-3%	.	-6%
> Cc1cccc(NC(=O)C2CCN(S(=O)(=O)c3c(C)[nH]c(=O)[nH]c3=O)CC2)c1
  -2%	3.0	-1.1	-11%	8%	-16%	6	0%
> Cc1cc(C)n(C(=O)/C(C#N)=N\Nc2ccccc2[N+](=O)[O-])n1
  1%	-0.4	1.8	0%	-8%	-1%	4	3%
> O=C(COC(=O)c1cc(S(=O)(=O)N2CCOCC2)ccc1F)NC1CCCCC1
  15%	1.4	-3.1	1%	-13%	-7%	2	-12%
> CSc1nc2ccc(NC(=O)c3nn(C(C)C)c(=O)c4ccccc34)cc2s1
  27%	-0.1	-3.2	-2%	13%	-3%	0	-19%
> O=C(CN(c1ccc(Cl)cc1)S(=O)(=O)c1ccc(Cl)c([N+](=O)[O-])c1)NCCc1ccccc1
  14%	-0.7	-3.0	0%	7%	2%	-9	-9%
> FC(F)(F)c1ccc(Oc2ccccc2Cl)nc1
  -3%	1.4	-1.2	-1%	4%	-7%	0	-3%
> Cc1ccc(-n2cc(CNCCc3cscn3)c(-c3ccc(F)cc3)n2)cc1
  7%	-0.5	1.2	-7%	0%	6%	-5	2%
> CC1(C(=O)O)CCCN(C(=O)C2(c3ccc(Cl)cc3)CCCC2)C1 (centres undefined)
  3%	-0.6	0.7	2%	4%	-11%	6	-4%
> Cc1ccc(-n2ncc3c(=O)[nH]c(SCC(=O)N4CCCC4)nc32)cc1C
  -2%	-2.3	-2.2	-9%	0%	-12%	1	-6%
> CCCN1CCc2c(sc(NC(=O)CCS(=O)(=O)c3ccccc3)c2C(=O)OC)C1
  4%	-1.0	-0.7	-12%	8%	2%	1	-12%
> CC1(C)CC(=O)C2=C(C1)OC(N)=C(C#N)C2c1ccc(OC(=O)N2CCOCC2)cc1 (centres undefined)
  -13%	0.3	-2.2	-2%	0%	-7%	.	-5%
> S=C(NCc1cccs1)Nc1ccc(Br)cc1Cl
  0%	1.4	-0.2	-10%	19%	-1%	0	-16%
> COCCCC1CCN(C(=O)C2CCC(=O)N(CC3CCCCC3)C2)CC1 (centres undefined)
  -6%	0.7	-2.3	-25%	3%	0%	5	0%
